mcGAS RapidFire: inhibitors of Mus musculus cyclic GMP-AMP synthase, initial high-throughput assay, cell-free, RapidFire MS; AID 1259397, 2018; inhibition, % at 12.5 µM; 130,000 compounds, 0.18% hits; recombinant mouse cGAS, cGAMP by RapidFire MS; Q8C6L5;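 active = inhibition of cGAS enzyme activity at or above 60%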;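 note: enzyme stimulated by 45 bp dsDNA with ATP and GTP substrates; cGAMP share of summed cGAMP plus half ATP and half GTP signals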
Target sequence (Q8C6L5 whole entry, looked up): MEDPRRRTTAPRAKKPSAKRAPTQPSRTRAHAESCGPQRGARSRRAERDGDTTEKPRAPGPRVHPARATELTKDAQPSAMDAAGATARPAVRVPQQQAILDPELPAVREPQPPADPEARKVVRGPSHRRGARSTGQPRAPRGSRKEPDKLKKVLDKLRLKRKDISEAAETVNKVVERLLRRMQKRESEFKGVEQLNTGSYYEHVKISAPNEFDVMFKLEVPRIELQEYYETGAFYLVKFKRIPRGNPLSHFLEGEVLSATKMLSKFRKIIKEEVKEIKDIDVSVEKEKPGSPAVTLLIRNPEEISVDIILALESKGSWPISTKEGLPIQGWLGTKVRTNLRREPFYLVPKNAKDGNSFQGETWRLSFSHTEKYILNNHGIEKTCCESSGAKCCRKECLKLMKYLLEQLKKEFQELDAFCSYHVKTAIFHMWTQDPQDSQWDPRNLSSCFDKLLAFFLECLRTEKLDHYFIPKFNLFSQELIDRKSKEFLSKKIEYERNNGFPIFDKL
Starred values were filed as active, the others as inactive; & = joins results of further samples. Some of the compounds tested. The share of hits here may be higher or lower than overall.

SMILES	mcGAS RapidFire
N#Cc1ccc(NC(=O)CN2CCCCCCC2)cc1Cl	-5.7
CCCn1c(N)c(C(=O)C(C)NCCO)c(=O)n(C)c1=O (stereo unspecified)	-7.6
C#CCN(C)[C@H](C)Cc1ccccc1	-7.0&-1.2&-0.5
Cc1ccc(C)c(Cn2cccc(C(=O)Nc3ccccc3C)c2=O)c1	-8.5
CC(Nc1ccc([N+](=O)[O-])c2cnccc12)C12CC3CC(CC(C3)C1)C2 (stereo unspecified)	-3.9
c1ccc2c(c1)[I+]c1ccccc1-2	8.0
CC12CCCCC1N(O)CN2O (stereo unspecified)	-11.2
COC(=O)c1ccccc1NC(=O)c1cccn(Cc2cccc(C(F)(F)F)c2)c1=O	-3.9
CC(C)(C)N1NC1C1NN1C(C)(C)C (stereo unspecified)	-7.3
CNc1ncccc1C(=O)N1CCC2(CCN(C)C2)CC1	-5.2
Clc1cccc(C2CC(c3cccnc3)=Nc3nnnn32)c1 (stereo unspecified)	-5.5
CN=C1CN(O)C(c2ccccc2)=c2cc(Cl)ccc2=N1	-13.6
C=CCn1cc(CNCCc2ccc(F)cc2)c(C)n1	-17.2
Clc1ccc(Cl)cc1	-8.3
Cc1cc(C(C)(C)C)cc(C)c1C[N+]12CCN(CC1)CC2	2.8
CCCNc1nc(SCCC)nc2c1cnn2CCN	-6.4
COCCn1c(C(=O)Nc2nnc(C3CC3)s2)cc2ccccc21	-1.9
Nc1n[nH]c(Cc2nc(N)n[nH]2)n1	-0.9
CC12CN3CC(C)(CN(C1)C31CCOCC1)C2=O	-5.8
O=c1[nH]c(=S)[nH]c(O)c1C1CCS(=O)(=O)C1 (stereo unspecified)	-0.9

As a short view, five of the compounds above:
SMILES	mcGAS RapidFire
N#Cc1ccc(NC(=O)CN2CCCCCCC2)cc1Cl	-5.7
CCCn1c(N)c(C(=O)C(C)NCCO)c(=O)n(C)c1=O (stereo unspecified)	-7.6
C#CCN(C)[C@H](C)Cc1ccccc1	-7.0&-1.2&-0.5
Cc1ccc(C)c(Cn2cccc(C(=O)Nc3ccccc3C)c2=O)c1	-8.5
CC(Nc1ccc([N+](=O)[O-])c2cnccc12)C12CC3CC(CC(C3)C1)C2 (stereo unspecified)	-3.9

(list continues)
SMILES	mcGAS RapidFire
N#CCCC(C#N)CN1CCC2(CCOC2)C1 (stereo unspecified)	-14.0
CCc1cc(CN2C[C@H](c3cccc(F)c3F)[C@@H]3[C@H]2C2CCN3CC2)[nH]n1	-5.3
COc1ccc(CN(C)C(=O)c2cn(C)c3ccccc23)cc1F	15.5
CCc1ccc(NC(=O)c2cccn(Cc3ccccc3C)c2=O)cc1	-6.8
CCC1N=C(c2ccccc2)c2cc(Br)ccc2NC1=O (stereo unspecified)	-1.8
Cc1nc(C2CCCN(c3ccc(C#N)c(C(F)(F)F)c3)C2)no1 (stereo unspecified)	-7.3
O=C(Cc1ccsc1)N1CCCC(N2CCN(Cc3ccc4c(c3)OCO4)CC2)C1 (stereo unspecified)	-4.5&-0.4
CN1CCN2CCN(Cc3ncc[nH]3)CC2C1=O (stereo unspecified)	4.7
CN1CCN2CCN(c3cc(C(F)(F)F)ccn3)CC2C1=O (stereo unspecified)	-37.3
O=C(NC(=O)c1ccccc1Cl)Nc1ccc(OC(F)(F)F)cc1	-6.3
O=C(c1ccn2nnnc2c1)N1CCC2(CCCNC2)C1 (stereo unspecified)	-36.2
Cc1cccc(CN(C)C)c1OC(=O)N(C)C	0.5
CN(C)c1ccc(C2CC2N)cc1 (stereo unspecified)	5.8
COc1cccc([C@@H]2CCN(CCC(C)(C)C)C[C@H]2O)c1	-0.8
COc1ccc(OC)c2sc(N3CCNCC3)nc12	-4.5
COC(=O)C(c1ccccc1)C1CCCCN1 (stereo unspecified)	2.5
O=C(c1cccnc1)N1C[C@@H](c2cccc(F)c2F)[C@@H]2[C@H]1C1CCN2CC1	-3.0
CN1CC(CNC(=O)OCc2ccccc2)CC2c3cccc4c3c(cn4C)CC21 (stereo unspecified)	-15.5
CCCN(CCC)[C@@H]1CCc2c(OC)cccc2[C@@H]1C	-3.0
Cn1cccc1C(=O)NP(=O)(N1CCCCCC1)N1CCCCCC1	-14.6&47.7
O=[N+]([O-])c1cc(C(F)(F)F)cc2c1no[n+]2[O-]	-8.8
CCOP(=S)(OCC)SCOC(=O)NCC(=O)OC	-3.9
Cc1ccc(C)c(Cn2cccc(C(=O)Nc3ccc(F)c(F)c3F)c2=O)c1	-4.9
CC(C)Cn1cc(C(=O)NCC2CCCN2C)c2ccccc21 (stereo unspecified)	-5.9
O=C1CCCN1CC(=O)N1CC[C@H]2CC[C@@H](C1)N2	-21.3
CCCCCCNC(C)c1nc2ccccc2c(=O)n1-c1ccccc1OCC (stereo unspecified)	-6.3
COc1ccccc1-n1c(C(C)NCCc2ccccc2)nc2ccccc2c1=O (stereo unspecified)	-5.5
O=c1cccc2n1CC1CNC[C@H]2C1	-3.9
Cc1nn(CCNC(C)Cn2ccnc2)c(C)c1Cl (stereo unspecified)	-21.9
CCCCP(=S)(C(C)C)C(C)C	-10.3
O=C(c1cccnc1)C1CCCN(Cc2nc(-c3ccccn3)no2)C1 (stereo unspecified)	-2.2
Cc1n[nH]c(C)c1NC(=O)CN(C)C(C)Cc1cccs1 (stereo unspecified)	0.6
CNC(=O)CS(=O)(=O)C(c1ccccc1)c1ccccc1C (stereo unspecified)	-6.3&-6.0
O=C(c1cn2c(n1)CNCC2)N1C[C@@H](c2ccccc2)[C@@H]2[C@H]1C1CCN2CC1	-6.5
CCOC(=O)C1=C(NC(=O)CC)c2ccccc2CC12CCCCC2	-18.0
O=C(Nc1ccccc1C(F)(F)F)c1cccn(Cc2ccc(Br)cc2)c1=O	-5.0
O=C(c1ccccn1)C1CCCN(C2CCC3(CCNCC3)CC2)C1 (stereo unspecified)	3.7
Cc1ccc2nc(C)c3c(c2c1)OCN(CC1CCCO1)C3 (stereo unspecified)	23.1
NC1=NC(c2cccnc2)n2c(nc3ccccc32)N1 (stereo unspecified)	2.4
Cc1c(C(=O)NC2CCc3ccccc32)ncn1Cc1ccc(Cl)cc1 (stereo unspecified)	-8.7
CCCC(C)n1[nH]c(=O)c2c1NC(=O)CSC2c1cccc([N+](=O)[O-])c1 (stereo unspecified)	1.4
CC(Cc1cccnc1)NCc1nc(Cc2ccccc2F)no1 (stereo unspecified)	-6.5
Cc1cc(N2CCC3(CC2)CC(C(=O)O)N(C)C3)nc(N)n1 (stereo unspecified)	-10.6
COc1cncc(-c2cccc3c2CCNC3)c1	2.8
O=C(Nc1ccccc1C(F)(F)F)c1cccn(Cc2ccccc2F)c1=O	-5.9
Cc1ccc(CC2(CCc3ccncc3)C(=O)NC(=O)NC2=O)s1	-4.2
NC(=O)OC1CCCC1	-14.8
CN1CCC2(CC1)CC1CC3C=CC1(CN2)O3 (stereo unspecified)	11.0
COc1ccc(C[C@H]2NC[C@H](O)[C@H]2OC(C)=O)cc1	-7.3
CCOC(=O)CN(C)c1ncc(CN2[C@@H]3CC[C@H]2CC(O)C3)cn1 (stereo partly specified)	0.6
(next part)
SMILES	mcGAS RapidFire
COC(=O)c1cc(N2C[C@@H](c3ccc(OC)cc3)[C@@H]3[C@H]2C2CCN3CC2)ncn1	-0.3
Cc1nc(C)n(CCCNC(C)Cc2ccccc2F)n1 (stereo unspecified)	-15.2
CC1CC(=O)CCN1Cc1ccccc1 (stereo unspecified)	-6.1
COC(=O)COc1ccc(Cl)cc1Cl	-1.4
COC(=O)[C@H]1ON2CCc3ccccc3C2[C@H]1C(=O)O (stereo partly specified)	-9.4
CC(C)CC(=O)NC1CCSC1=O (stereo unspecified)	-1.6
C1=C(c2ccccc2)CCN(Cn2nnc(-c3ccccc3)n2)C1	-5.3
CCN(CC)P(=S)(c1c(C)nc2ccccn12)c1c(C)nc2ccccn12	-2.6
CCCc1cnc(C)nc1N1C[C@H]2CC[C@@H](C1)N2	-8.3
CC(NC(C)(C)C)C(=O)c1cccc(Cl)c1 (stereo unspecified)	-16.2&-14.4&-0.6&7.9
c1cc2c(c(-c3nccc4[nH]ccc34)c1)CCNC2	5.8
COc1ccc(Br)cc1C=C(C#N)C#N	25.4
Clc1cccc(CN2CCNCC2)c1Cl	-13.7
O=C1OC2(CCN(Cc3ccccc3)CC2)c2ccccc21	-2.8
O=C(O)Cc1cccnc1C(=O)O	13.7
COc1ccccc1[C@@H]1CN(S(=O)(=O)N(C)C)[C@@H]2C3CCN(CC3)[C@@H]21	-5.7
CC(Cn1cncn1)NCCN1CCc2ccccc21 (stereo unspecified)	-12.6
O=c1c2cnc3ncnn3c2ccn1CCc1cnc[nH]1	-9.1
Cc1cc(C(F)F)n2nc(C(=O)Nc3ccc4c(C(F)(F)F)cc(=O)oc4c3)nc2n1	-8.5
CC(=O)[C@H]1CC[C@H]2[C@@H]3CC[C@H]4C[C@H](O)CC[C@]4(C)[C@H]3C(=O)C[C@]12C	-4.7
C=CCNC(=O)c1cn(Cc2ccc(C)o2)cc(C(=O)NCC2OCCc3ccccc32)c1=O (stereo unspecified)	5.0
COc1ccc2n[nH]c(CN3C[C@@H]4[C@H](C3)[C@H]3CC[C@@H]4O3)c2c1	-17.9
CCCCCCOC(=O)C1CN1C(CC)C(=O)OC (stereo unspecified)	-15.7
Oc1ccc2c3c1O[C@H]1c4[nH]c5ccccc5c4C[C@@]4(O)C(C2)N(CC2CC2)CC[C@]314	1.7
FC(F)n1ccnc1CN1CCNCC1	2.8
CCOc1ccc2[nH]c(=O)c(CN3[C@@H]4CC[C@H]3CC(O)C4)cc2c1 (stereo partly specified)	-13.0
NCCc1cccc(CN2C[C@@H]3[C@H](C2)[C@H]2CC[C@@H]3O2)c1	-4.1
CC(=NNP(=S)(c1ccccc1)c1ccccc1)c1ccc(O)cc1O	-3.8
N#Cc1c(NC2=CC(=O)CCC2)sc2c1CCCCCC2	-21.0
CN(C)P(=O)(OCC(F)(F)F)N(C)C	-26.2
CN1[C@H]2CC[C@@H]1CN(c1ccnc(N)n1)CC2	-22.7&-6.7
O=P(Oc1ccccc1)(Oc1ccccc1)N1CCN(c2ccc(F)cc2)CC1	-4.0
CC12CCC(CNC1)C2(C)C (stereo unspecified)	-7.7
Cc1ccc(N2C[C@H](c3cc(F)cc(F)c3)[C@@H]3[C@H]2C2CCN3CC2)nn1	-8.3
CC(C)=CCN1CCCC(C(=O)c2ccc(Cl)cc2)C1 (stereo unspecified)	3.2
CNC(C)c1nc2ccccc2c(=O)n1-c1ccccc1OC (stereo unspecified)	-7.9
Cc1nn(Cc2ccccc2)c(C)c1C(=O)NC(C)c1ccc2c(c1)OCCO2 (stereo unspecified)	-10.1
Cc1n[nH]c(C)c1CN1CCC2(CCNCC2)C1	-7.8
N#Cc1ccc(NC(=O)c2ccc(Br)o2)cc1Cl	-2.7
CC12CCC(O)CC1=CCC1C2CCC2(C)C(O)C(=Cc3ccc([N+](=O)[O-])cc3)CC12 (stereo unspecified)	1.2
Cc1ccc(C)n1C1CC(C)(C)NC(C)(C)C1	-15.5
Cc1cc(CN2CCc3ccccc3C3(CCC(=O)CC3)C2)no1	-0.7
COC1CCCCC1NC1CCCC1 (stereo unspecified)	-5.8
CCOC(=O)P(=O)(O)O	3.5
Cc1c(C(=O)N[C@@H]2C[C@H]3CC[C@@H]2C3)ncn1Cc1ccc(Cl)cc1	-7.5
COc1cccc([C@@H]2CCN(Cc3ccc4ccccc4n3)C[C@H]2O)c1	-3.5
CN1CCN(C(=O)Cc2c[nH]c3ccccc23)CC1C(=O)O (stereo unspecified)	8.2
Fc1ccc(CN2CCOC3CCCCC32)c2ncccc12 (stereo unspecified)	-8.1
Cc1ccc(-n2c(C(C)NCc3ccco3)nc3ccccc3c2=O)c(C)c1 (stereo unspecified)	-4.4
CC(C)C/C(=N/O)c1cn(C)c2ccccc12	-3.2
(cont.)
SMILES	mcGAS RapidFire
CCCCN1C(C)CCOP1(=O)Sc1ccccc1 (stereo unspecified)	0.5
CCn1ccc(C(=O)N2CCN(C)C3(CCN(C)CC3)C2)cc1=O	-10.1
S=P(Cc1ccccc1)(Cc1ccccc1)N1CCCCC1	44.9
N#Cc1nn(-c2c(Cl)cc(C(F)(F)F)cc2Cl)c(N)c1S(=O)C(F)(F)F (stereo unspecified)	-0.8
CN1CCN(C(=O)Cc2cc(=O)[nH][nH]c2=O)CC1c1ccccc1 (stereo unspecified)	-4.7
NCCc1ccc(O)cc1	-10.6
Cc1cccnc1NCCNC(=O)C1CC2(CCNCC2)CN1 (stereo unspecified)	-4.0
c1ccc(C2=NON3OC23c2ccccc2)cc1 (stereo unspecified)	-14.5
O=C(c1cc([N+](=O)[O-])c[nH]1)C(Cl)(Cl)Cl	-8.6
c1ccc2c(c1)OCC(C1=NCCN1)O2 (stereo unspecified)	0.1
Cc1ccnc(NC(=O)c2cccn(Cc3cccc(C(F)(F)F)c3)c2=O)c1	-7.3
CC(C)Cn1cc(C(=O)O)c2ccccc21	7.0
Cc1ccnc(NC(=O)CCC(=O)N2CCCN3CCC[C@H]3C2)c1	-3.0
O=C1OCCC1SCc1ccccc1 (stereo unspecified)	-8.1
O=C(CCCN1CCC(n2c(=O)[nH]c3ccccc32)CC1)c1ccc(F)cc1	1.8
CN1CCN(c2c([N+](=O)[O-])cc(C(F)(F)F)cc2[N+](=O)[O-])CC1	53.2
CC(Cc1ccccc1)N(C)CN1C(=O)c2ccccc2C1=O (stereo unspecified)	-8.1

A different layout for part of the listing above:
| structure | mcGAS RapidFire |
| --- | --- |
| CCOP(=S)(OCC)SCOC(=O)NCC(=O)OC | -3.9 |
| CC(NC(C)(C)C)C(=O)c1cccc(Cl)c1 (stereo unspecified) | -16.2&-14.4&-0.6&7.9 |
| Cc1ccc(N2C[C@H](c3cc(F)cc(F)c3)[C@@H]3[C@H]2C2CCN3CC2)nn1 | -8.3 |
| CCCNc1nc(SCCC)nc2c1cnn2CCN | -6.4 |
| N#CCCC(C#N)CN1CCC2(CCOC2)C1 (stereo unspecified) | -14.0 |
| O=C1CCCN1CC(=O)N1CC[C@H]2CC[C@@H](C1)N2 | -21.3 |
| CCCN(CCC)[C@@H]1CCc2c(OC)cccc2[C@@H]1C | -3.0 |

From PubChem BioAssay
